Luc counter: Kinase-Glo luciferase inhibition (counter-screen) | Kinase-Glo luciferase, ATP luminescence, 8 min | Potency, µM (top dose mostly 38.3 µM), inactives show at the highest dose activity change, negative = inhibition, usual class: inhibitors | 200,000 compounds, 0.28% hits | Q27757; further: on the % scale 0 is the no-effect control and ±100 the full control effect; nearly all actives have a fitted effect of over 60% in size
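Luminescence was the read-out, taken after 8-minute incubation at ambient temperature. Luciferase turned over luciferin with 10 uM ATP in imidazole pH 7.2 buffer containing KCl, MgCl2, Tween 20 and BSA.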
LMNA splice mod: LMNA splicing modulation; HeLa LMNA splicing GFP/RFP minigene ratio, 48 h; Potency, µM (doses to about 46.1 µM), without a hit: at the highest dose ratio change, negative = inhibition, actives largely listed as inhibitors; 200,000 compounds, 0.01% hits; active means well fitted inhibition curve with a large enough effect in the signal ratio, with a control signal flat, not every such curve was filed as active; inconclusive means small, poorly fitted or top-dose-only effect, or effect the other way, or a change in a side signal; the % refers to the signal ratio; further: on the % scale 0 is the no-effect control and ±100 the full control effect
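Read-out is the ratio of GFP to DsRed2 object intensity, acquired by 488 nm laser-scanning cytometry on HeLa lamin A-EGFP minigene reporter cells. Compound incubation 48 hrs at 37 °C in Opti-MEM with 2% FBS; DMSO 0.5% final.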
Tau ThT inhib: inhibitors of human tau fibril formation, thioflavin T binding; P10636; recombinant tau K18 P301L, heparin-induced fibrillization, ThT fluorescence; Potency, µM (highest dose often 57.4 µM), inactives show top-dose activity, negative = inhibition, most hits filed as inhibitors; 270,000 compounds, 2.1% hits; further: on the % scale 0 is the no-effect control and ±100 the full control effect; nearly all actives have a fitted effect of over 55% in size
Target sequence (P10636 561-689 P618L limits assumed): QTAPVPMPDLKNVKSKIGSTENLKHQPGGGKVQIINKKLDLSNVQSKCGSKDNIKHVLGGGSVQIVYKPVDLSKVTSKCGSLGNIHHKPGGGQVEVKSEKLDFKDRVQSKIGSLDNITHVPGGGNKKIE
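Using a mix of unlabeled (15 uM) and Alexa 594-labeled (0.24 uM) tau K18 P301L, heparin-triggered fibrillization over 6 hr at 37 C was scored by ThT fluorescence.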
ALDH1A1 inh: ALDH1A1 (human) enzyme inhibition | 220,000 compounds, 7.3% hits | P00352 | Potency, µM (top dose mostly 75.3 µM), for the others: top-dose activity, negative = inhibition, actives largely listed as inhibitors | AID 1030 | Purified ALDH1A1, NADH fluorescence, propionaldehyde substrate; active means well fitted inhibition curve with a large enough effect, not every such curve was filed as active; inconclusive means small, poorly fitted or top-dose-only effect, or another doubt; inactive means no such curve, though single readings can be large or run the other way;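 further: plate controls were no enzyme wells and a reference inhibitor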
Target sequence (P00352 whole entry, looked up): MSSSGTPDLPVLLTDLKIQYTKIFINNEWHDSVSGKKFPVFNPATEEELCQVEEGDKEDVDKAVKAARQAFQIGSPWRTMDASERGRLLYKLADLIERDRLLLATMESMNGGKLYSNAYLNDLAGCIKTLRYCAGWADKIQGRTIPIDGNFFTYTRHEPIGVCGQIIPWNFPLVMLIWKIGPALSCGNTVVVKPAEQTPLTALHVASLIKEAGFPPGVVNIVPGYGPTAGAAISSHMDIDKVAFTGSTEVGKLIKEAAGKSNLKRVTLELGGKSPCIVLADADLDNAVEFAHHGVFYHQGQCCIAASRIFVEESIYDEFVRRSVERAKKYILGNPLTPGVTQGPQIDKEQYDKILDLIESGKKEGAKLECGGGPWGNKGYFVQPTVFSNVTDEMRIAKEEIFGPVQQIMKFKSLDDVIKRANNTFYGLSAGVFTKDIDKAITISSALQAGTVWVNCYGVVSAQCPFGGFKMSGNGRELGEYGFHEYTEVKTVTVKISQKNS
SMN2 splice up: SMN2 splice variant enhancement | HEK293 SMN2-luciferase splicing reporter, luminescence, 30-36 h | Potency, µM (series often up to 46.1 µM), for inactives: at the top dose activity change, positive = activation, hits mostly activators | 210,000 compounds, 2.8% hits; further: % of control where 0% means no effect; nearly all actives have a fitted effect of over 55% in size
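HEK293 cells carry an SMN2 […]–luciferase reporter in which exon 7 inclusion puts luciferase in frame. Cells were plated 10-12 h before compound addition, then incubated 30-36 h at 37C. ONE-Glo luminescence was read; sodium butyrate at 4.5 mM final served as control.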
L3MBTL1 block: blocks human L3MBTL1; 230,000 compounds, 0.66% hits; Potency, µM (top dose mostly 57.1 µM), without a hit: at the highest dose activity, negative = inhibition, usual class: inhibitors; AlphaScreen L3MBTL1–H3K9me1 peptide binding; AID 485360; further: on the % scale 0 is the no-effect control and ±100 the full control effect; nearly all actives have a fitted effect of over 60% in size
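L3MBTL1 50 nM + b-AHA-H3(1-15)K9me1 75 nM, 30 min RT; compound added, 30 min RT; streptavidin donor/Ni-chelate acceptor beads 10 ug/mL each final, 30 min RT dark; AlphaScreen read.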
KDM4E inh: inhibitors of human JMJD2E histone demethylase. JMJD2E catalytic domain, FDH-coupled NADH fluorescence (FDH is formaldehyde dehydrogenase). Potency, µM (highest dose often 57.1 µM), without a hit: at the top dose activity change, negative = inhibition, usual class: inhibitors. AID 2147. 230,000 compounds, 1.6% hits. B2RXH2; active means well fitted inhibition curve with a large enough effect, not every such curve was filed as active; inconclusive means small, poorly fitted or top-dose-only effect, or another doubt; inactive means no such curve, though single readings can be large or run the other way;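 further: 0% = wells with enzyme and -100% = buffer wells without enzyme; nearly all actives have a fitted effect of over 50% in size; many of its hits are not listed in these tables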
Target sequence (B2RXH2 1-337 limits assumed): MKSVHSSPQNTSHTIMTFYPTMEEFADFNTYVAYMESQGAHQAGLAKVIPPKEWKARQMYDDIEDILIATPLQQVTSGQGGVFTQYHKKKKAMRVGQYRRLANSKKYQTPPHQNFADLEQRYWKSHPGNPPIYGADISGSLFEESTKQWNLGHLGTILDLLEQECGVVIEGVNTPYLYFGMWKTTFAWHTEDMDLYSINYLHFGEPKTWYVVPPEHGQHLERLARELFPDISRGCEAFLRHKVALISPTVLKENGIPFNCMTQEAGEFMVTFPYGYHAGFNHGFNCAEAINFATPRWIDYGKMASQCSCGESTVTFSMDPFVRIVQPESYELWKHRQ
RECQ1 helicase: inhibitors of human RECQ1 DNA helicase. P46063. RECQ1 DNA unwinding, red fluorescence kinetic read. Potency, µM (top dose mostly 57.3 µM), for inactives: at the top dose activity, negative = inhibition, most hits filed as inhibitors. 240,000 compounds, 0.54% hits;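 further: plate controls were vehicle for no effect and no enzyme for full effect; nearly all actives have a fitted effect of over 30% in size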
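RECQ1T1 50 nM; forked duplex (20 bp + 30-nt ss tails) 200 nM, ATP 2 mM final; pH 8.0, 2 mM MgCl2, 2.5 ug/ml poly(dI-dC); 15 min compound preincubation; discontinuous kinetic read over 2 h at RT.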
Numbers without * were called inactive; i = inactive; ? = inconclusive; . = no result given; [ ] = another dose, or the depositor's remark. Unless noted, the call rests on the fitted dose curve; in most records, active means well fitted curve in the direction sought with a large enough effect; inconclusive means small, poorly fitted or top-dose-only effect, or another doubt; inactive means no such curve, though single readings can be large; an effect the other way counts as inactive or inconclusive. Potency means the concentration at half of the fitted maximal effect. These rows are one share of the data; count on the stated rates, not on these rows.

SMILES	Luc counter	LMNA splice mod	Tau ThT inhib	ALDH1A1 inh	SMN2 splice up	L3MBTL1 block	KDM4E inh	RECQ1 helicase
Cc1c[nH]c2cccc(OCC(O)CNC(C)(C)C)c12 (configuration not stated)	-2%	-3%	-7%	?	4%	-16%	?	i
CCOC(=O)CCSc1nc(C)c2ccccc2n1	-1%	-4%	-11%	6%	-3%	.	?	-4%
NS(=O)(=O)c1ccc(NC(=O)COC(=O)CCc2ccccc2)cc1	.	?	-6%	15%	.	4%	2%	0%
CCOCCCNC(=O)C(NC(=O)c1ccc(NC(C)=O)cc1)c1ccc(OC)cc1 (configuration not stated)	1%	-5%	0%	16%	4%	6%	6%	-3%
Cc1cc(-c2nnc(CCC(=O)N(CC3CCC3)CC3CCCO3)o2)no1 (configuration not stated)	-2%	.	-9%	10%	.	7%	7%	-4%
COc1cc(C(=O)N/C(=C\c2cn(S(=O)(=O)N(C)C)c3ccccc23)C(=O)NCCCO)cc(OC)c1OC	1%	.	-1%	3%	-8%	.	-7%	-2%
CCn1c(=O)c2cc(S(=O)(=O)NC3CCCCC3)ccc2n(CC)c1=O	1%	8%	-6%	3%	4%	8%[11.4 µM]	-2%	-10%
c1ccc(CNc2nc(NCc3ccccc3)c3ccccc3n2)cc1	.	?	?	?	.	-12%	?	i
Cn1c(CC(=O)Nc2ccccc2C(F)(F)F)c(Sc2ccccc2)c2ccccc21	1%	2%	-3%	13%	-15%	-4%	4%	-14%
C=CCN(CC=C)C(=S)Nc1cc(Cl)ccc1OC	4%	-11%[46 µM]	-7%	-6%	-10%	0%[11.4 µM]	-8%	i
CCOC(=O)c1cc2oc(C(c3nnnn3C3CCCCC3)N3CCOCC3)cc2[nH]1 (configuration not stated)	-2%	?	-15%	-1%	2%	0%	0%	-8%
Cc1sc2nc(-c3cccs3)nc(N3CCCN(C)CC3)c2c1C	-1%	?	-17%	?	-11%	22%	?	-1%
CCOCCCNC(=S)NCCCNc1nc2ccc(C)cc2cc1C#N	4%	-1%[46 µM]	?	?	-25%	.	?	-6%
CN(C)CCn1c(NC(=O)c2ccc(Cl)cc2)nc2ccccc21	-6%	-6%	12%	?	23%	.	?	8%
c1ccc(OCCCc2nc(-c3cccnc3)no2)cc1	-2%	14%	-9%	-2%	?	23%	-8%	0%
CCC(C)c1ccc(NC(=O)C2CCCN(c3ncccn3)C2)cc1 (configuration not stated)	0%	?	-14%	?	8%	-6%	1%	-3%
O=c1[nH]c(N2CCCCC2)nc2ncn(Cc3ccccc3)c12	.	.	-3%	.	.	5%	1%	-4%
Cc1ccccc1Nc1nc(-c2sc(NC(=O)c3cccc(Cl)c3)nc2C)cs1	-7%	-2%	?	18µM*	-18%	-11%	?	0%
CCn1c2ccccc2c2cc(NC(=O)CSc3nnc(-c4cccc(Cl)c4)o3)ccc21	-1%	-9%	?	-12%	-20%	-1%	-1%	-1%
CCOC(=O)N1CCC(NC(=O)C2CCN(C(=O)c3cc4sccc4n3CC)CC2)CC1	.	.	-6%	.	.	7%	1%	-3%
COc1ccc(CSc2n[nH]c(C)n2)cc1[N+](=O)[O-]	4%	-9%	0%	10µM*	-24%	-4%	-2%	-7%
O=C(NC1CCS(=O)(=O)C1)c1ccc(S(=O)(=O)N2CCCCC2)cc1 (configuration not stated)	1%	.	3%	25µM*	.	13%	7%	i
Cc1cc(NC(=O)c2cccc(F)c2)ncc1NC(=O)c1ccco1	?	-3%	-16%	5%	14µM*	.	-4%	-6%
COC(=O)C1=C(C(=O)OC)[C@@H]2N(C)c3ccccc3[C@@]23C[C@@H](C(=O)OC)N(C(=O)COCc2ccccc2)C3=N1	-2%[7.66 µM]	3%[9.22 µM]	-1%[11.5 µM]	-3%[13.5 µM]	-11%[9.22 µM]	.	1%[11.4 µM]	?
CN(C)CCNc1ncnc2c1cnn2-c1ccc(Cl)cc1	-1%	12%	-4%	1%	26%	.	?	2%
Nn1c(Cc2cccc3ccccc23)nnc1SCC(=O)N1CC(=O)Nc2ccccc21	1%	-13%	-2%	18µM*	-8%	.	5%	2%
O=C(CNCc1ccc(Cl)cc1)NCc1ccco1	-3%	-10%	-4%	-8%	10%	-3%	?	-2%
COc1ccccc1NC(=O)C(=O)Nc1ccccn1	?	0%[0.0737 µM]	-6%	?	16µM*	-1%	?	3%
CCn1c(SCC(=O)Nc2ccc(NC(C)=O)cc2)nnc1C1CC1	-3%	0%	-7%	-1%	-8%	4%	4%	-10%
NCCC[C@@H](CC(=O)N[C@@H]1CCCC[C@H]1C(=O)N[C@H](CC(=O)N[C@@H](CCC(=O)O)CC(=O)O)Cc1ccccc1)NC(=O)C[C@H](CO)NC(=O)[C@@H]1CNCC[C@H]1N	1%	.	-7%	-8%	-2%	.	-3%	10%

3 compounds out of the list, arranged by SMILES length, falling:
SMILES	Luc counter	LMNA splice mod	Tau ThT inhib	ALDH1A1 inh	SMN2 splice up	L3MBTL1 block	KDM4E inh	RECQ1 helicase
CCn1c(SCC(=O)Nc2ccc(NC(C)=O)cc2)nnc1C1CC1	-3%	0%	-7%	-1%	-8%	4%	4%	-10%
COc1ccc(CSc2n[nH]c(C)n2)cc1[N+](=O)[O-]	4%	-9%	0%	10µM*	-24%	-4%	-2%	-7%
CN(C)CCNc1ncnc2c1cnn2-c1ccc(Cl)cc1	-1%	12%	-4%	1%	26%	.	?	2%

Continuation:
SMILES	Luc counter	LMNA splice mod	Tau ThT inhib	ALDH1A1 inh	SMN2 splice up	L3MBTL1 block	KDM4E inh	RECQ1 helicase
COc1cc(C(=O)Nc2cccc3ncccc23)cc(OC)c1OC	-12%	1%	-6%	-15%	?	?	3%	0%
COc1ccc(/C=N/NC(=O)c2cccnc2)cc1CN1CCc2ccccc2C1	.	.	?	.	.	-21%	-10%	-3%
O=C(Nc1ccccc1O)c1ccccc1O	-4%	?	-16%	2%	-3%	-3%	-26%	i
Cc1ccc(NCc2nnc(SCC(=O)Nc3ccccc3)n2CC2CCCO2)c(C)c1 (configuration not stated)	1%	-4%	-16%	7.9µM*	9%	.	4%	i
Cc1cccn2cc(-c3ccc4c(c3)NC(=O)CO4)nc12	.	.	-14%	?	.	2%	?	-3%
CC(=O)NC(=S)Nc1ccccc1N1CCN(C(=O)c2ccccc2)CC1	0%	?	-4%	8%	-33%[inhibitor]	2%[11.4 µM]	11%	i
COc1ccc([N+](=O)[O-])cc1NC(=O)c1ccc(Br)s1	2%	-10%[46 µM]	-8%	2%	5%	12%	-4%	i
Cc1onc(-c2ccccc2Cl)c1C(=O)OCc1cnc(Cl)s1	1%	-10%[46 µM]	-8%	8%	-13%	24%	-6%	15%
O=C(NCc1ccco1)c1nc2c(nnn2Cc2cccc(Cl)c2)c(=O)[nH]1	-1%	-1%	-10%	28µM*	-17%	-3%	2%	5%
CCCc1[nH]n(-c2ccc([N+](=O)[O-])cc2)c(=O)c1C=NCCc1ccc(OC)c(OC)c1	-1%	.	?	1.8µM*	.	-2%	0%	-8%
CN(C)CCNC(=O)c1cccc(S(=O)(=O)Nc2ccccc2F)c1	1%	.	1%	-95%	18%	-15%	6%	1%
CCC(=O)Nc1nnc(SCc2ccc(F)cc2)s1	2%	5%	9%	-1%	21%	12%	-1%	0%
CCOC(=O)c1c(C)[nH]c(C)c1C(=O)CSc1nnc(-c2ccc(OC(F)F)cc2)o1	-2%	?	-20%	-12%	-54%	.	3%	-1%
O=C(Cc1n[nH]c(=O)c2ccccc12)NCc1ccccc1	-1%	-5%[46 µM]	2%	2%	6%	8%	?	i
O=C1CC(c2ccc3c(c2)OCO3)C2=C(CCCC2=O)N1 (configuration not stated)	-1%	9%	2%	1%	9%	-4%	-3%	13%
O=C(c1cccc([N+](=O)[O-])c1)N1CCN(C/C=C/c2ccccc2)CC1	.	.	-9%	?	.	-9%	13%	-6%
C/C(=N\NC(=O)C1(C)CC1(Br)Br)c1cccc(NC(=O)C(C)(C)C)c1 (configuration not stated)	-5%	-7%	6%	-2%	-5%	0%	7%	i
CCCOC(=O)c1c(NC(=O)/C=C/c2cnn(C)c2C)sc(C(=O)OCC)c1C	-6%	14%	0%	?	32%	?	?	-7%
S=C(N/N=C/c1cccc2ccccc12)Nc1cccc(Cl)c1	.	.	?	.	.	-24%	7%	-11%
CNC(=O)[C@H]1O[C@H](n2cnc3c(NCc4cccc(I)c4)nc(Cl)nc32)[C@@H](O)[C@@H]1O	2%	.	-13%	3%	.	.	1%	-9%
CCOc1ccc(S(=O)(=O)Nc2cccc(C(=O)N3CCN(c4ccc(OC)cc4)CC3)c2)cc1	0%	-7%	-17%	?	-19%	.	7%	i
O=C(O)c1nn(CCOc2cccc(Cl)c2)c(=O)c2ccccc12	-5%	8%[46 µM]	?	-15%	-11%	1%	3%	2%
O=C(/C=C/c1ccc(Cl)cc1Cl)NCCSCc1ccccc1	0%	?	-4%	-10%	-11%	31%[activator]	-11%	7%
CC(=O)Nc1ccc(OCC(O)Cn2c3ccccc3c3ccccc32)cc1 (configuration not stated)	3%	?	-16%	15%	-16%	?	0%	-6%
O=C(NC1CCCCC1)C(c1cccs1)N(C(=O)c1ccco1)c1ccc2c(c1)OCCO2 (configuration not stated)	-1%	-3%	-9%	?	-5%	?	-13%	i
COc1ccc(S(=O)(=O)NCC(=O)N(CC(=O)NCC2CCCO2)c2ccccc2C)cc1 (configuration not stated)	0%	7%	-1%	-5%	0%	4%	6%	-9%
CCCc1cc(N2CCN(C(=O)c3ccco3)CC2)n2c(nc3ccccc32)c1C#N	-5%	-6%	-17%	?	25%	.	?	-4%
CCc1c(C)[nH]c2c(C)cccc2c1=O	-2%	1%	-1%	6%	-20%	.	-1%	-8%
N#Cc1ccccc1S(=O)(=O)N1CCN(c2ccc(S(=O)(=O)N3CCOCC3)cn2)CC1	-5%	-6%	6%	2%	-13%	3%	0%	-8%
O=C(O)CNC(=O)/C(=C\c1ccc2c(c1)OCO2)NC(=O)c1ccc(Br)cc1	3%	.	?	6%	3%	.	1%	i
NCCCCNS(=O)(=O)c1cccc2c(Cl)cccc12	-2%	?	-5%	-8%	-16%	.	6%	-8%

Screens: PubChem BioAssay, National Center for Advancing Translational Sciences (NCATS)
